Bioassay records (PubChem)
Cneo AK release – Cryptococcus neoformans cell lysis inducers, primary screen, AK release luminescence, single concentration; C. neoformans lysis, adenylate kinase release luminescence, 4 h; normalised: neutral wells 0, clomiphene wells 100; lysis activity, % at 15 µM; 360,000 compounds, 0.2% hits; AID 651654, 2012;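 active means mean lysis activity across replicates of at least 80%, whatever share of replicates individually reach that level; inactive means mean lysis activity below 80%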
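read-out = cell lysis signal | test system = log-phase Cryptococcus neoformans yeast cells | input = cells at 5 × 10^6 per mL | medium = fresh YPD growth medium | signal = luminescent adenylate kinase detection reagent | timing = 4 h at 37 °C static, read 1 h later | dosing = single dose | controls = Clomiphene as positive lysis control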
LGR2 inh – inhibitors of bursicon-induced LGR2 CRE-luciferase signal, primary screen, cell-based, HEK293, CRE-luciferase reporter, bursicon stimulation | Drosophila bursicon receptor LGR2 (rickets) | bursicon-stimulated, 4 h | inhibition, % at 9.99 µM | 380,000 compounds, 0.35% hits | AID 720647, 2013;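 active means drop in luminescence signal, shown as inhibition above about 50% in the replicate tests, limit read from the data, passing the limit was not always enough; inconclusive means probably only some replicates passing the limit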;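 further: agonist challenge used bursicon conditioned medium at about half maximal strength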
PAX8 reporter – inhibitors of PAX8-driven TPO luciferase reporter, primary screen, RMG-I cells, single concentration; SteadyGlo, 24 h; 360,000 compounds, 1.2% hits; AID 652154, 2013; inhibition, % at 12.6 µM;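 active means mean replicate inhibition at least 60% with every replicate also reaching 60%; inconclusive means only one of the two criteria is met; inactive means mean below 60% and not all replicates reaching 60%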;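 further: luciferase light reporting Pax8 driven TPO promoter activity; plate controls were median of neutral control wells for no effect and mitoxantrone controls for full effect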
EWS-Fli inh – EWS/Fli-driven NR0B1 reporter inhibitors, primary screen, A673 cells, NR0B1 luciferase, luminescence, MLPCN library; inhibition, % at 12.6 µM; 350,000 compounds, 0.67% hits; viability-normalised;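 active means mean inhibition of at least 50% after viability correction, with every replicate also passing that limit; inconclusive means mean reaches 50% but only one of two replicates passes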;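 further: firefly luciferase signal divided by Alamar Blue viability fluorescence both relative to DMSO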
miR122 inh – miR-122 Renilla sensor signal increase in Huh7, primary screen, miR-122 inhibitor project, cell-based, single point, plate reader; activation (reporter increase), % at 12.5 µM; AID 602342, 2012; 340,000 compounds, 0.3% hits; Huh7 miR-122 Renilla luciferase sensor, 48 h; neutral wells = 0, positive control = 100;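 active means mean replicate activation score at least 90 and every replicate individually at or above 90; inconclusive means only one of the two criteria met; inactive means neither criterion met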;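 further: higher luciferase means less miR-122 activity so hits act as miR-122 inhibitors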
FN deposit inh – inhibitors of fibronectin matrix deposition, primary screen, AH1F cells, Alexa488-fibronectin fluorescence, plate reader; inhibition, % at 12.6 µM; AH1F fibroblasts, overnight; 350,000 compounds, 0.086% hits;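 active means mean inhibition across replicates of 30% or more, regardless of how many single replicates reach that level; inconclusive means mean under 30% yet at least half of replicates reach 30%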;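 further: positive control wells lacked labelled fibronectin entirely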
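Material: AH1F fibroblast monolayer depositing Alexa488-labelled fibronectin into matrix / Amount: 10000 AH1F cells per well / Signal: fluorescence 485/525 nm / Medium: DMEM, 2% serum / Compound: single dose, pinned / Incubation: 1 h cell adhesion before compound, then overnight fibronectin incubation / Reagent: Alexa488-FN, 24 nM final / Read-out: inhibition of fibronectin deposition signal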
CASP6 VEID inh – human caspase-6 inhibitors, primary screen, biochemical, VEID-R110 fluorescence, single point, set 2; P55212; purified caspase-6, Z-VEID-R110 cleavage fluorescence; inhibition, % at 12.5 µM; 350,000 compounds, 0.53% hits;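 active means mean inhibition across replicates at least about 35%, with every replicate also reaching that limit, limit read from the data; inconclusive means only one of the two criteria met; inactive means neither criterion met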;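 further: 0% = median of neutral control wells and 100% = no fluorescence left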
Target sequence (P55212 24-179 limits assumed): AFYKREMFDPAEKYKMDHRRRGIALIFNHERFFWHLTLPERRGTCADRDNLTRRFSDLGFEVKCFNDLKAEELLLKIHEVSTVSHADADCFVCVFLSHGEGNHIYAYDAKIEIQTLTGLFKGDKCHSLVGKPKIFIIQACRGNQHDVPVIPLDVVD
Target sequence (P55212 194-293 limits assumed): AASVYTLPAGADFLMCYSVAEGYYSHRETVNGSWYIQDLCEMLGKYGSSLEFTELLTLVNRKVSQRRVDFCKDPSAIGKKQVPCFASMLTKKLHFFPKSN
PGC1a acetyl inh – inhibitors of PGC1a acetylation signal, primary screen, cell-based, U2OS, AlphaScreen, inhibitor mode; AlphaScreen anti-acetyl-lysine; with virally co-expressed GCN5 acetyltransferase; inhibition, % at 15.6 µM; 350,000 compounds, 0.17% hits; AID 651687, 2012;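 active means every replicate shows inhibition of at least 40%; inconclusive means mean inhibition at least 40% but some replicate below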;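 further: 0% = neutral control wells and 100% = positive control wells; some results beyond the cut were filed as inactive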
Active calls of the source: *; ? = inconclusive; / = not tested or not shown; & = joins results of further samples; [ ] = dose if it differs, or a comment.

SMILES | Cneo AK release | LGR2 inh | PAX8 reporter | EWS-Fli inh | miR122 inh | FN deposit inh | CASP6 VEID inh | PGC1a acetyl inh
Nc1nc(NCC(=O)O)nc(NCc2ccccc2)c1[N+](=O)[O-] | 0 | -10 | 12 | 0 | 0 | 3 | 1 | -1
CCOC(=O)C1CCN(C(=O)CNS(=O)(=O)c2ccc(Br)s2)CC1 | -1 | / | / | / | 0 | 6 | / | 4
Cc1ncc(CN2CCC(C(=O)Nc3cccc(-c4cscn4)c3)CC2)cn1 | -1 | 9 | 25 | / | / | 1 | -3 | /
CCCn1c2ccc(C)cc2c2n[nH]c(=S)nc21 | -1 | -25 | 3 | 12 | -5 | 1 | -1 | 4
CCN1CCN(S(=O)(=O)c2cccc3nsnc23)CC1 | 2 | 14 | / | -3 | -1 | / | 4 | -5
CO[C@@H]1CN(C)C(=O)c2ccc(NS(=O)(=O)c3ccccc3)cc2OC[C@H](C)N(C)C[C@H]1C | 0 | 8 | / | 2 | -1[16.7 µM] | -13 | -1 | -8
O=C(c1cnn2c(C(F)F)cc(-c3ccccc3)nc12)N1CCSCC1 | 1 | / | -4 | / | -14 | 12 | / | -7
C/C=C/c1ccc2c(c1)O[C@H](CN(C)C(=O)NCCC)[C@H](C)CN([C@@H](C)CO)S2(=O)=O | -8 | -1 | -13 | -1 | -38[16.7 µM] | / | -1 | 6
COc1ccc(N2CCN(C(=O)c3ccc(NS(=O)(=O)c4ccc(F)cc4)cc3)CC2)cc1 | 0 | / | -37 | / | 16 | -1 | / | -27
O=C(CN1C(=O)C2C3C=CC(C3)C2C1=O)Nc1nc(SCc2ccc(Cl)cc2)n[nH]1 (configuration not stated) | -2 | / | -9 | / | -1 | 1 | / | 3
C[C@@H]1CN([C@@H](C)CO)S(=O)(=O)c2ccc(C#CC3CC3)cc2O[C@@H]1CN(C)Cc1ccccc1 | 4 | 11 | -6 | 10 | 28[16.7 µM] | / | -1 | -21
CC(C)N1CC2(c3ccccc3)CN(C(C)C)CC(c3ccccc3)(C1)C2=O | -17 | 16 | / | / | -3 | / | / | 4
O=C(CN1CCC(C(O)(c2ccccc2)c2ccccc2)CC1)Nc1cc(Cl)ccc1Cl | 2 | 7 | / | -16 | -3 | / | -2 | -2
Nc1nnc(N2CCc3ccccc32)s1 | -3 | -7 | 5 | -5 | -2 | -10 | 0 | -4
Cc1ccc(C)c(NC(=O)c2cccc(Oc3ccc([N+](=O)[O-])cc3Cl)c2)c1 | / | -3 | -4 | -11 | / | 13 | -3 | /
O=C(Nc1ccc(S(=O)(=O)Nc2nccs2)cc1)c1c(F)c(F)c(F)c(F)c1F | 0 | 5 | / | 16 | -13 | -4 | 2 | 7
Cc1cc(C)c2c(N)c(C(=O)c3ccccc3)sc2n1 | 0 | -21 | -8 | -20 | -1 | 12 | -2 | 26
Cc1c(Cl)c([N+](=O)[O-])nn1CC(=O)NC12CC3CC(CC(C3)C1)C2 | 13 | -57 | / | / | 4 | / | / | -17
COCCCNC(=O)/C=C/c1ccc(Cl)cc1 | 23 | -17 | / | -27 | 2 | / | -1 | -3
CCC(=O)Nc1cc(Cl)ccc1C(=O)O | -2 | -10 | 6 | / | 2 | 3 | 1 | -8
Cc1nn(Cc2ccccc2)c(Cl)c1C(=O)OCc1nnc(-c2ccccc2)o1 | 1 | / | 21 | / | -5 | -12 | / | -7
C[C@H](CO)N1C[C@H](C)[C@H](CN(C)C(=O)NC2CCCC2)Oc2ncc(-c3ccccc3)cc2C1=O | 4&10 | 12 | 1&12 | -11&-10 | -9&-15[16.7 µM] | -13 | 1&-2 | 3&-1
CSCC(C)N1CCC(N2CCC(C(=O)NCc3ccccn3)CC2)CC1 (configuration not stated) | 0 | 2 | -126 | / | / | 13 | -25 | /
CC(=O)Nc1ccc(C(=O)/C=C/c2ccc[nH]2)cc1 | / | 2 | -94 | -91 | / | -4 | 5 | -3
O=C(c1cccc(F)c1)N1CCCCN2[C@H](CO)[C@@H](c3ccc(-c4ccncc4)cc3)[C@H]2C1 | -1 | -13 | -28 | -12 | 10[16.7 µM] | / | -1 | 2
Cn1c(/C(C#N)=C/C2CC=CCC2)nc2ccccc21 (configuration not stated) | 2 | / | / | / | 8 | -8 | / | -9
CN1CCN(C(=O)CN(Cc2ccccc2)S(C)(=O)=O)CC1 | 0 | 9 | / | / | -18 | -4 | / | 5
COc1ccc(C(CCN(Cc2ccc(OC)c(OC)c2)C(=O)CCl)c2ccccc2)cc1 (configuration not stated) | -1 | -4 | 14 | / | -35 | -13 | / | 30
COCC#Cc1ccc([C@H]2[C@H]3CN(S(=O)(=O)c4ccc(OC)cc4)CCCCN3[C@H]2CO)cc1 | -2 | 8 | 25 | 9 | 3[16.7 µM] | / | 1 | 6
C[C@H](CO)N1C[C@H](C)[C@H](CN(C)S(=O)(=O)c2ccc(F)cc2)Oc2ccc(NC(=O)NC3CCCCC3)cc2C1=O | 49 | -5 | 4 | 14 | -6[16.7 µM] | 0 | -1 | 0

Structures listed so far containing a COOH group:
SMILES | Cneo AK release | LGR2 inh | PAX8 reporter | EWS-Fli inh | miR122 inh | FN deposit inh | CASP6 VEID inh | PGC1a acetyl inh
Nc1nc(NCC(=O)O)nc(NCc2ccccc2)c1[N+](=O)[O-] | 0 | -10 | 12 | 0 | 0 | 3 | 1 | -1
CCC(=O)Nc1cc(Cl)ccc1C(=O)O | -2 | -10 | 6 | / | 2 | 3 | 1 | -8

Next part:
SMILES | Cneo AK release | LGR2 inh | PAX8 reporter | EWS-Fli inh | miR122 inh | FN deposit inh | CASP6 VEID inh | PGC1a acetyl inh
CN(C)CC#Cc1ccc([C@H]2[C@@H](CO)N3CCCCN(C(=O)Nc4cc(F)ccc4F)C[C@@H]23)cc1 | -2 | -3 | 4 | -18 | -4[16.7 µM] | / | / | 0
Cc1ccc(S(=O)(=O)NNC(=O)c2ccc3ccccc3n2)cc1 | 0 | -1 | -6 | 7 | 2 | 5 | 2 | 9
Cn1c(=O)oc2cc(S(=O)(=O)NCCC(=O)NCCc3ccc(Cl)cc3)ccc21 | / | -5 | / | / | 2 | 0 | / | 11
Cc1ccc(C(=O)C2CCN(C(=S)NCCCOC(C)C)CC2)cc1 | -1 | 6 | 17 | 6 | 2 | -10 | -1 | -2
Nc1nnc(COc2cccc(C(F)(F)F)c2)s1 | -1 | 21 | / | / | -6 | / | / | 7
C[C@@H]1CN([C@H](C)CO)C(=O)c2cc(NC(=O)Nc3ccccc3)ccc2O[C@@H](C)CCCCO[C@@H]1CN(C)C(=O)Cc1ccccc1 | 2 | 10 | -3 | -13 | 2[16.7 µM] | -3 | -1 | -3
NNC(=O)c1sc2nc(N3CCOCC3)c3c(c2c1N)CCCC3 | 0 | 5 | -1 | 15 | -2 | -5 | 2 | -2
Cc1ccc(C)c(C(C)NC(=O)Cc2cccs2)c1 (configuration not stated) | 0 | 5 | -10 | -3 | -2 | 0 | -2 | -4
CC(=O)Nc1ccc(C(=O)N2c3ccccc3N=C(c3ccc4c(c3)OCO4)C2C(=O)NCc2ccccc2)cc1 (configuration not stated) | / | -50 | -25 | -11 | / | 3 | 1 | /
C[C@@H]1CN([C@H](C)CO)C(=O)CCCn2cc(nn2)CO[C@H]1CN(C)S(=O)(=O)c1ccc2c(c1)OCCCO2 | 4&1 | 10&1 | 3&-8 | -3&3 | -3 | 0&3 | 2&0 | 3&3
NC(=O)c1nsc(C(=O)N(CC(=O)NCc2ccccc2)c2cccc(F)c2)c1N | 1 | 0 | -2 | 2 | -7 | 8 | 9 | -5
CC1CCN(Cc2c(C(=O)N/N=C/c3ccc(C(C)(C)C)cc3)nnn2-c2nonc2N)CC1 | -1 | 22 | -12 | / | 3 | -2 | 2 | /
Cn1cncc1C#Cc1c(-c2ccc(S(C)(=O)=O)cc2)sc2ccccc12 | 3 | -4 | 21 | 6 | / | 8 | -2 | /
Cc1ccc(OCC(=O)Nc2ccc3c4c(cccc24)CC3)c(C)c1 | / | -10 | -6 | 11 | / | / | -1 | /
CCN(C(=O)c1ccc(Br)cc1)c1ccccc1 | / | -6 | 1 | -5 | / | 3 | -1 | -3
CC(C)C(c1nnnn1C1CCCCC1)N1CCN(C(=O)c2ccco2)CC1 (configuration not stated) | 0 | 10 | -19 | 2 | -2 | -4 | 1 | /
CC1CCCCC12NC(=O)N(CC(=O)Nc1ccc(OC(F)F)cc1)C2=O (configuration not stated) | 0 | -8 | 1 | 8 | 0 | 1 | 2 | -1
O=C(C[C@H]1C/C=C\CC[C@@H](Cc2ccc(F)cc2)C(=O)OC[C@H]2CCCN2C1=O)N[C@@H](CO)Cc1ccccc1 | -1 | -1 | -11 | 9 | -3 | 2 | 0 | 14
COCCNC(=O)C1(C)CCCN(C(=O)c2ccc(F)c(Cl)c2)C1 (configuration not stated) | -6 | -16 | -3 | -18 | -1 | -6 | 2 | -2
c1cn2c(NC3CCCC3)c(-c3ccc(N4CCOCC4)cc3)nc2cn1 | -5 | -68 | -71 | -36 | 0 | 6 | 2 | /
O=C(NCc1ccco1)Nc1ccccc1Cl | -2 | / | -7 | / | -9 | 1 | / | 0
C[C@@H]1CN([C@H](C)CO)C(=O)c2cc(-c3ccccc3F)cnc2O[C@H]1CN(C)C(=O)C1CCC1 | 55 | 0 | / | -4 | -2[16.7 µM] | / | 0 | 1
COc1ccc(NC(=O)Nc2ccc3c(c2)CC(=O)N([C@H](C)CO)C[C@H](C)[C@H](CN(C)Cc2ccc(C(=O)Nc4ccccc4N)cc2)O3)cc1 | / | 14 | 16 | -3 | / | / | 0 | -2
CCCn1c(=O)[nH]c(=O)c2c1nc(-c1ccc(OC)c(Br)c1)n2CCOC | / | 12 | 8 | 9 | / | -15 | -1 | /
CCCNC(=O)C[C@@H]1CC[C@@H]2[C@H](COc3ccc(NC(=O)Nc4ccccc4)cc3C(=O)N2C)O1 | 1 | 1 | -4 | 10 | -17[16.7 µM] | 3 | / | 11
CC(=O)C1C(c2ccncc2)NC(=O)NC1(O)C(F)(F)F (configuration not stated) | 1 | ? | / | -2 | -6 | / | 3 | 2
NC(=O)c1cc(-c2ccncc2)nc2ccc(Cl)cc12 | / | 6 | 11 | 4 | / | -1 | 1 | 5
COc1ccc(CCNC(=O)Cc2cc3c(cc2[N+](=O)[O-])OCO3)cc1OC | / | 5 | 7 | -2 | 78 | -8 | -3 | -7
CCC(NS(=O)(=O)c1ccc(C)cc1)C(=O)O (configuration not stated) | 10 | 16 | / | / | 0 | -1 | / | -2
Cc1ccc2oc(=O)c(/C=C(\O)c3cccs3)nc2c1 | / | / | -86 | 7 | / | 1 | -3 | 9
O=C(Cn1cc(C(F)(F)F)ccc1=O)NCC1CCCO1 (configuration not stated) | -1 | -26 | -19 | -3 | / | 9 | -6 | /
